# Screening data deposited in PubChem BioAssay by National Center for Advancing Translational Sciences (NCATS).
# Luc counter – Counterscreen for Luciferase (Kinase-Glo TM) Inhibition; Luciferin 4-monooxygenase (Photuris pensylvanica), Q27757; Kinase-Glo luciferase, ATP luminescence, 8 min; Potency, µM (top dose mostly 38.3 µM), for the others: at the highest dose activity change, negative = inhibition, hits mostly inhibitors; 200,000 compounds, 0.28% hits; AID 1379, 2008; note: potency is the fitted concentration of half-maximal effect; % is set by controls: 0 for no effect and ±100 for the full control effect; nearly all actives have a fitted effect of over 60% in size
#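 Substrate mix (final 50 mM imidazole pH 7.2, 50 mM KCl, 7 mM MgCl2, 10 uM ATP, 0.01% Tween 20, 0.05% BSA) plus pin-tool compound, then Kinase-Glo detection mix; 8 min ambient, luminescence read.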
# NPSR antagonist – qHTS Assay for Antagonists of the Neuropeptide S Receptor: cAMP Signal Transduction. AID 1461, 2008. 220,000 compounds, 1% hits. CHO-NPSR cells, cAMP TR-FRET, antagonist mode. Potency, µM (highest dose often 38.3 µM), for inactives: at the highest dose activity change, negative = inhibition, usual class: inhibitors; note: potency is the fitted concentration of half-maximal effect; % is set by controls: 0 for no effect and ±100 for the full control effect; nearly all actives have a fitted effect of over 50% in size; many of its hits are not listed in these tables
# Target sequence (Q6W5P4 whole entry, looked up): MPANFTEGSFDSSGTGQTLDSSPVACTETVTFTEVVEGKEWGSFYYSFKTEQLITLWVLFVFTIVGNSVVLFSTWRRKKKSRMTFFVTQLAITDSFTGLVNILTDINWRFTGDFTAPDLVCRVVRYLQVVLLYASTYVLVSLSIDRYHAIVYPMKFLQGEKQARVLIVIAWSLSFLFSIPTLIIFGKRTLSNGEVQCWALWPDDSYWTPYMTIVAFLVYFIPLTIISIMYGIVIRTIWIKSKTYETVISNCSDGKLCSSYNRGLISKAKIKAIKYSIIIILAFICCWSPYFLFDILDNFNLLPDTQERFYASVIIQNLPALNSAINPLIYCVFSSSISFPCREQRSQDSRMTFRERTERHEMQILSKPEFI
# LMNA splice mod – qHTS Assay for Modulators of Lamin A Splicing | HeLa LMNA splicing GFP/RFP minigene ratio, 48 h | 200,000 compounds, 0.01% hits | Potency, µM (highest dose often 46.1 µM), without a hit: at the highest dose ratio change, negative = inhibition, actives largely listed as inhibitors | AID 1487, 2009; active = well fitted inhibition curve with a large enough effect in the signal ratio, with a control signal flat, not every such curve was filed as active; inconclusive = small, poorly fitted or top-dose-only effect, or effect the other way, or a change in a side signal; the % refers to the signal ratio; note: potency is the fitted concentration of half-maximal effect; % is set by controls: 0 for no effect and ±100 for the full control effect
#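 S3 HeLa cells stably expressing lamin A-EGFP splicing minigene plus DsRed2, 600 cells/well, 48 h compound exposure at 37C. Laser-scanning cytometry; analysed as GFP (500-530 nm)/RFP (575-640 nm) total intensity ratio; 0.5% DMSO vehicle.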
# aGal spleen mod – qHTS Assay for Inhibitors and Activators of Human alpha-Galactosidase From Spleen Homogenate. Alpha-galactosidase A (Homo sapiens), P06280. human spleen homogenate, 4MU-alpha-Gal fluorescence, 40 min. Potency, µM (doses to about 80 µM), without a hit: at the highest dose activity change, negative = inhibition, actives largely listed as inhibitors. 240,000 compounds, 0.008% hits. AID 2107, 2009;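 note: potency is the fitted concentration of half-maximal effect; 0% = enzyme with vehicle and -100% = no enzyme basal signal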
#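 Human spleen homogenate (1 ug) as enzyme source, 4-methylumbelliferyl-alpha-D-galactopyranoside 1 mM final, citrate/phosphate pH 5.0 with 0.01% Tween-20. Compounds 40 min at 37C, NaOH/glycine stop; fluorescence Ex 365/Em 440, Hill-fit AC50.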
# CBFb RUNX1 block – qHTS Assay for Compounds Blocking the Interaction Between CBF-beta and RUNX1 for the Treatment of Acute Myeloid Leukemia. AID 1477, 2009. Potency, µM (highest dose often 59.8 µM), for inactives: at the highest dose activity, negative = inhibition, most hits filed as inhibitors. Runt-related transcription factor 1 (Homo sapiens) + Core-binding factor subunit beta …. 230,000 tested, under 10 active. AlphaScreen CBFb-His/RUNX1-biotin binding, biochemical; note: % of control where 0% means no effect
# Target sequence (Q01196 whole entry, looked up): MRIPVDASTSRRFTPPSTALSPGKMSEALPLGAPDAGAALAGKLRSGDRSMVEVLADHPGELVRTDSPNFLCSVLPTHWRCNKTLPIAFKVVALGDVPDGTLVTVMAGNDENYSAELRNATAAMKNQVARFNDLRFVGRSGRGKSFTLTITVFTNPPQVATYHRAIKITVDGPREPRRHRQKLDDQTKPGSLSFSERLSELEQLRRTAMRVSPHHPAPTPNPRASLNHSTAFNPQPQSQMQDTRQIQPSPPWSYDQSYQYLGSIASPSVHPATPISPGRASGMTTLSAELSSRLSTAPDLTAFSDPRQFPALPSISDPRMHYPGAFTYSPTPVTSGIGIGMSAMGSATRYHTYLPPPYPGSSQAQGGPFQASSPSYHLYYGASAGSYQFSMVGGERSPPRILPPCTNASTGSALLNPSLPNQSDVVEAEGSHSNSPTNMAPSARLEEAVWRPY
# Target sequence (Q13951 whole entry, looked up): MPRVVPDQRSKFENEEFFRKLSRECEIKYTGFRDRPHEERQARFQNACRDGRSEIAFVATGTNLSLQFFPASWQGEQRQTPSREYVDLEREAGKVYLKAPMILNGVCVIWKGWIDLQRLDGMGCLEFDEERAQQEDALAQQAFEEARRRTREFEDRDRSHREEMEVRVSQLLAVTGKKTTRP
#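 Room-temperature protein-protein interaction test with 30 nM each of His-tagged CBF-beta and biotinylated RUNX1, 15 min with compound, then 90 min with nickel plus streptavidin beads. Signal read in AlphaScreen mode.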
# Epigenetic derep – Quantitative High-Throughput Screen for Regulators of Epigenetic Control; 280,000 compounds, 0.2% hits; Potency, µM (top dose mostly 53.9 µM), without a hit: at the top dose GFP activation, hits mostly activators; murine LDR cells, GFP reporter derepression, 30 h; AID 1865, 2009; note: potency is the fitted concentration of half-maximal effect; % of control where 0% means no effect; nearly all actives have a fitted effect of over 60% in size
#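 Derepression of a silenced CMV-GFP reporter in murine LDR cells is scored by enumerating GFP-positive cells with a laser-scanning microplate cytometer after 30 hours of treatment at 37 C.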
# IMPase Li inh – qHTS Assay for Identifying the Cell-Membrane Permeable IMPase Inhibitors: Potentiation with Lithium | CHO-M1 cells, IP1 TR-FRET (IP-One), carbachol + lithium | Potency, µM (doses to about 59.4 µM), inactives show at the top dose activity, negative = IMPase inhibition, actives largely listed as inhibitors | 210,000 compounds, 0.35% hits;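 note: IP1 builds up when IMPase is blocked and the TR-FRET signal falls; potency is the fitted concentration of half-maximal effect; plate controls were basal vehicle for no effect and high inhibitor control for full effect; nearly all actives have a fitted effect of over 50% in size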
#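 Lithium-sensitised IP1 accumulation assay; M1-expressing CHO cells treated 30 min at 37C with compound. Competitive antibody detection by time-resolved FRET followed a 10 min room-temperature lysis step.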
# Numbers without * were called inactive; ? = inconclusive; . = no result given; & = joins results of further samples; [ ] = remark or other dose. Unless noted, calls come from the whole dose curve; as a rule, active = well fitted curve in the direction sought with a large enough effect; inconclusive = small, poorly fitted or top-dose-only effect, or another doubt; inactive = no such curve, though single readings can be large; an effect the other way counts as inactive or inconclusive. Only part of the results is shown; count on the stated rates, not on these rows.
SMILES,Luc counter,NPSR antagonist,LMNA splice mod,aGal spleen mod,CBFb RUNX1 block,Epigenetic derep,IMPase Li inh
C/C(=N\NC(=O)CC(C)C)c1ccc(N2CCCCC2)cc1,-2%,5%,19%,-1%,-6%,0.0%,4%
COc1nc(NC2CCCCC2)nc(N2CCCCCC2)n1,-5%,?,-8%,0%,20%,-1.4%,17%
Clc1ccccc1CSc1cc2c(nn1)-c1ccccc1CC2,3%,-25%[46.1 µM],?,1%,?,-1.1%,21%[38.3 µM]
CCOc1nnnc2c1sc1nc(N3CCOCC3)c3c(c12)CCCC3,-5%,-7%[46.1 µM],2%,6%,5%,1.5%,6%[38.3 µM]
COc1ccc(-n2c(CCc3ccccc3)nnc2SCC(=O)c2ccccc2)cc1,0%,-32%,?,-7%,-6%,0.0%,6%
NC(=O)NC(=O)COC(=O)c1cccc(S(=O)(=O)N2CCCCCC2)c1,.,0%,.,4%,3%,-0.7%,.
COC(=O)Cc1ccc(NC(=O)c2ccccc2Br)cc1,-3%,-2%,20%[46 µM],1%,-6%,0.9%,11%
O=C(N/N=C1/CCCc2ccccc21)c1cc([N+](=O)[O-])cc([N+](=O)[O-])c1,0%,10%,.,7%,10%,-2.9%,-5%
CC(=O)Nc1ccc(N2S(=O)(=O)c3ccccc3S2(=O)=O)cc1,0%,-9%[46.1 µM],?,-26%,3%,0.0%,28%[38.3 µM]
O=C(NCc1ccco1)Nc1ccc(Br)cc1Cl,-2%,-12%[46.1 µM],7%,2%,0%,0.0%,22%[38.3 µM]
COc1ccc(/C=N/NC(=O)c2csc(-n3nc(C)cc3C(F)(F)F)n2)cc1,0%,5%[46.1 µM],-9%,6%,5%,9.2%,-4%
CCSc1nnc(NC(=O)C(C(F)(F)F)C(F)(F)F)s1,5%,-16%[46.1 µM],?,2%,2%,-1.4%,3%[38.3 µM]
CCCN1CNC(=S)N(c2ccc(C(=O)OCC)cc2)C1,2%,-4%[46.1 µM],-8%,13%,3%,0.0%,-3%
O=C(NCc1cccc(C(F)(F)F)c1)c1cccc(S(=O)(=O)NCc2ccccc2)c1,4%,-12%,?,2%,14%,-1.5%,6%
CCOc1ccc(-c2nc(C#N)c(NCC(C)C)o2)cc1,-3%,0%[7.67 µM],-15%,9%,-2%,-1.5%,5%[38.3 µM]
Cc1cccc(CC2S/C(=N/N=C/c3ccco3)N(c3ccccc3)C2=O)c1 (configuration not stated),-1%,-7%,-7%,5%,8%,0.0%,-3%
COc1ccc(OC)c(CCNC(=O)CS(=O)(=O)Cc2nc(-c3ccc(C)cc3)oc2C)c1,-3%,-21%[46.1 µM],?,3%,-1%,0.0%,13%[38.3 µM]
COc1ccc(C2(C)NC(=O)N(Cc3cc(Cl)cc4c3OCOC4)C2=O)cc1OC (configuration not stated),-5%,-5%[46.1 µM],7%,-27%,-3%,-1.3%,5%[38.3 µM]
O=C(O)CN=C(NS(=O)(=O)c1ccc(Cl)cc1)c1ccc(F)cc1,0%,13%,-2%[46 µM],3%,-3%,1.7%,-1%
Cc1ccccc1C(OCCN(C)C)c1ccccc1 (configuration not stated),0%&-4%&-4%&-1%,?,?,11%&11%&-18%&-1%,17%&-3%&11%&9%,-1.0%&-1.2%&-1.3%&-6.1%,24%&19%&45%&26%
c1ccc(CNc2ncnc3ccc(-c4cccnc4)cc23)cc1,.,.,?,5%,.,.,6%
CCOc1cc(/C=N/O)cc(Br)c1OCC(=O)NCc1ccccc1,2%,-10%,?,3%,16%,0.0%,9%
Cc1ccc(-c2cc(C(=O)N/N=C/c3c(C)nn(-c4ccccc4)c3C)n[nH]2)s1,0%,9%,?,1%,-5%,-1.0%,13%
CC(C)=NNc1nc2c(c(=O)[nH]c(=O)n2C)n1CCc1ccccc1,-8%,8%,?,1%,-12%,-1.1%,11%
Fc1cccc(NC(=S)NCCCN2CCOCC2)c1,-1%,-5%[46.1 µM],3%,-1%,0%,-0.9%,5%[38.3 µM]
COc1ccccc1N1C(=N)S/C(=C\c2ccc(-c3ccccc3C(=O)O)o2)C1=O,2%,-21%,-2%,1%,?,0.1%,2%
CCOc1ccc(Br)cc1S(=O)(=O)Nc1ccc(C(=O)OC(C)C(=O)N(C)c2ccccc2)cc1 (configuration not stated),.,-11%[46.1 µM],?,4%,-5%,0.0%,.
Cc1ccc(NC(=S)N(CCCN2CCCC(C)C2)Cc2ccco2)cc1C (configuration not stated),-1%,-16%,0%[46 µM],0%,-1%,0.0%,11%
Cc1ccc2c(C(=O)CN3CCN(C(=O)c4ccco4)CC3)c(C)[nH]c2c1,.,3%[7.67 µM],.,1%,3%,-0.3%,.
O=C(CSc1cccc(C(F)(F)F)c1)NCc1ccccc1,1%,14%,-9%,0%,-5%,7.8%,11%
CC(C)CCN1C(=O)c2ccc(-c3nc4ccccc4c(=O)o3)cc2C1=O,-7%,-7%[46.1 µM],11%,13%,1%,-2.5%,-22%[38.3 µM]
Cc1c(C(=O)Nc2ccc(Cl)cn2)oc2ccccc12,-2%,-9%[46.1 µM],-11%,5%,8%,3.5%,3%
O=C(CSc1nnc(SCc2ccc(Cl)cc2)s1)N/N=C/c1ccc(Cl)cc1Cl,-3%,-19%,.,3%,3%,0.0%,-1%
Cc1cc(C)n(-c2ccc(S(N)(=O)=O)cc2[N+](=O)[O-])n1,0%,12%,-5%[46 µM],-3%,16%,-1.5%,0%
C=CCNCCOc1ccc(C)cc1[N+](=O)[O-],-3%,-15%,4%[46 µM],1%,4%,-1.0%,2%
COc1cc(C=O)ccc1OCc1ccc(Cl)nc1,1%,5%,.,0%,6%,-3.3%,-1%
O=C1c2cccc(OCc3ccc(F)cc3)c2CCN1Cc1ccc(F)cc1,0%,-16%,?,1%,16%,-1.0%,20%
CCOC(=O)c1[nH]c2c(c1C)C(=O)CC(c1ccc(OCC)c(OC)c1)C2 (configuration not stated),-2%,6%[46.1 µM],-4%,-1%,5%,0.1%,24%[38.3 µM]
Cc1ccc2nc(C3CCN(CC(=O)Nc4ccc5c(c4)OCCO5)CC3)[nH]c2c1,21%,-16%[46.1 µM],-27%,3%,2%,1.0%,21%[38.3 µM]
COc1ccc(Cn2nnnc2C(c2ccc(F)cc2)N2CCN(C3CCCC3)CC2)cc1 (configuration not stated),-3%,?,-13%,9%,-1%,0.8%,0%[38.3 µM]
CC(=O)N=C1SC2CS(=O)(=O)CC2N1Cc1ccc(C)cc1 (configuration not stated),.,-30%,.,-7%,6%,5.4%,.
CCOC(=O)Cc1cc(=O)n2[nH]c(-c3ccccc3)c(-c3ccccc3)c2n1,-1%,-35%,.,6%,-19%,-1.2%,2%
O=C(NCc1nc2ccccc2[nH]1)c1ccc(S(=O)(=O)N2CCCC2)cc1,2%,8%,-7%[46 µM],2%,-9%,-0.2%,3%
COc1ccccc1OCCSc1nc2ccc([N+](=O)[O-])cc2s1,1%,-23%,?,1%,-21%,-3.2%,17%
C/C=C/C(=O)OCC(=O)Nc1cc(-c2cc(C)c(C)cc2C)nn1-c1ccccc1,4%,-15%[46.1 µM],-6%,1%,-10%,0.0%,20%
O=C(c1cnccn1)N1CCC[C@@]2(CCN(Cc3cc(C(F)(F)F)cc(C(F)(F)F)c3)C2)C1,-3%,.,.,4%,.,.,6%
CCN1CCC(=NNC(=O)c2ccc(C)c([N+](=O)[O-])c2)CC1,5%,1%[46.1 µM],3%,1%,0%,-0.7%,18%[38.3 µM]
CN(C)CCNC(=O)c1onc(CSc2ccc(F)c(F)c2)c1C(=O)NCCN(C)C,.,15%,.,1%,4%,-1.1%,.
N=c1oc2ccc3ccccc3c2cc1-c1nc(-c2ccccc2)cs1,0%,-20%,-8%,9%,22%,-3.2%,-8%
CC(CO)(CO)NC(=O)c1ccc(=O)[nH]n1,.,-17%,.,5%,2%,-0.5%,.

# One compound at a time, as listed above.
# NC(=O)NC(=O)COC(=O)c1cccc(S(=O)(=O)N2CCCCCC2)c1 as listed: Luc counter = .; NPSR antagonist = 0%; LMNA splice mod = .; aGal spleen mod = 4%; CBFb RUNX1 block = 3%; Epigenetic derep = -0.7%; IMPase Li inh = .
# CCOc1ccc(Br)cc1S(=O)(=O)Nc1ccc(C(=O)OC(C)C(=O)N(C)c2ccccc2)cc1 (configuration not stated) as listed: Luc counter = .; NPSR antagonist = -11%[46.1 µM]; LMNA splice mod = ?; aGal spleen mod = 4%; CBFb RUNX1 block = -5%; Epigenetic derep = 0.0%; IMPase Li inh = .

# Ordered by formula weight (high to low): 8 of the compounds above
SMILES,Luc counter,NPSR antagonist,LMNA splice mod,aGal spleen mod,CBFb RUNX1 block,Epigenetic derep,IMPase Li inh
COc1ccc(OC)c(CCNC(=O)CS(=O)(=O)Cc2nc(-c3ccc(C)cc3)oc2C)c1,-3%,-21%[46.1 µM],?,3%,-1%,0.0%,13%[38.3 µM]
CN(C)CCNC(=O)c1onc(CSc2ccc(F)c(F)c2)c1C(=O)NCCN(C)C,.,15%,.,1%,4%,-1.1%,.
Cc1ccc(NC(=S)N(CCCN2CCCC(C)C2)Cc2ccco2)cc1C (configuration not stated),-1%,-16%,0%[46 µM],0%,-1%,0.0%,11%
O=C(O)CN=C(NS(=O)(=O)c1ccc(Cl)cc1)c1ccc(F)cc1,0%,13%,-2%[46 µM],3%,-3%,1.7%,-1%
COC(=O)Cc1ccc(NC(=O)c2ccccc2Br)cc1,-3%,-2%,20%[46 µM],1%,-6%,0.9%,11%
Cc1c(C(=O)Nc2ccc(Cl)cn2)oc2ccccc12,-2%,-9%[46.1 µM],-11%,5%,8%,3.5%,3%
Cc1ccccc1C(OCCN(C)C)c1ccccc1 (configuration not stated),0%&-4%&-4%&-1%,?,?,11%&11%&-18%&-1%,17%&-3%&11%&9%,-1.0%&-1.2%&-1.3%&-6.1%,24%&19%&45%&26%
C=CCNCCOc1ccc(C)cc1[N+](=O)[O-],-3%,-15%,4%[46 µM],1%,4%,-1.0%,2%
